PLC-gamma1 inh: PLC-gamma1 enzyme inhibitors, primary screen, biochemical, fluorescence, purified enzyme | fluorogenic substrate | AID 720700, 2013 | 1-phosphatidylinositol 4,5-bisphosphate phosphodiesterase gamma-1 (Homo sapiens), P19174 | 0.84% of 370,000 active | inhibition, % at 12.2 µM; in the data active = inhibition above about 9.5%
DAX1 inh-1: DAX1 (NR0B1) inhibitors, primary screen, cell-based, HEK293, Gal4-DAX1, luciferase luminescence | inhibition, % at 6.75 µM | Nuclear receptor subfamily 0 group B member 1 (Homo sapiens), P51843 | AID 504766, 2011 | 0.99% of 340,000 active | HEK293 Gal4-DAX1 luciferase reporter;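 active = inhibition above the mean over all tested compounds plus 3 SD, cut at about 4.2% in these data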;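 also: 0% = DAX1-transfected cells with DMSO and 100% = empty-vector control cells with DMSO; inhibition shows as a rise in luminescence from relieved DAX1 repression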
Target sequence (P51843 207-470 limits assumed): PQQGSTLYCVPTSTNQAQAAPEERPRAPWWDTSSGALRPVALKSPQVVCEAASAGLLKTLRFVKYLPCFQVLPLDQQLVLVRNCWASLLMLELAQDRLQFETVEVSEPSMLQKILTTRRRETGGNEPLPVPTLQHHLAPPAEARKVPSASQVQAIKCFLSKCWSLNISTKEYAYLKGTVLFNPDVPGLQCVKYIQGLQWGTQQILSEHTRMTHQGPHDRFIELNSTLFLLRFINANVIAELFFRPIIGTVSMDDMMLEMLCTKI
MBD2 inh: inhibitors of MBD2 binding to methylated DNA, primary screen, biochemical, TR-FRET, DNA-binding domain, human | Methyl-CpG-binding domain protein 2 (Homo sapiens), Q9UBB5 | MBD2 binding to methylated oligonucleotide | inhibition, % at 4.4 µM | 0.31% of 370,000 active | AID 686964, 2013; in the data active = inhibition above about 13%
hgDAF-12 ag: H. glycines DAF-12 receptor agonists, primary screen, cell-based, luminescence, HEK293, GAL4 fusion, UAS-luciferase | AID 687014, 2013 | 1.8% of 370,000 active | HEK293 GAL4-hgDAF12 UAS-luciferase reporter, agonist luminescence; normalized to butyrate control | Nuclear hormone receptor DAF-12 (Heterodera glycines), GAL4 fusion | activation, % at 6.8 µM;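 active = activation above a cutoff set at the mean of all screened compounds plus 3 SD, cut at about 10% in these data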;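 also: 0% = DMSO wells and 100% = sodium butyrate wells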
PLC-beta3 inh: human PLC-beta3 inhibitors, primary screen, biochemical, fluorescence | 0.18% of 370,000 active | inhibition, % at 12.2 µM | Purified PLC-beta3, fluorogenic substrate | AID 720704, 2013; in the data active = inhibition above about 11%;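 also: 0% = median of compound wells on plate and 100% = full blocker control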
SMARCA2 activ: SMARCA2 (BRM) function activators, primary screen, cell-based, luminescence, high throughput; MG213 cells, MMTV-luciferase reporter, dexamethasone, overnight; activation, % at 9.1 µM; 1% of 370,000 active; AID 652017, 2013; in the data active = activation above about 7.8%;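 also: 0% = vehicle wells and 100% = reference activator wells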
ADAM17 inh: ADAM17 inhibitors, primary screen, biochemical, QFRET | 0.83% of 370,000 active | inhibition, % at 6.95 µM | Disintegrin and metalloproteinase domain-containing protein 17 (Homo sapiens), P78536 | recombinant ADAM17, EDANS/DABCYL FRET peptide cleavage;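 active = inhibition above the mean of compounds lying between control limits plus 3 SD, set per campaign, cut at about 8.5% in these data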;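 also: 0% = DMSO-only wells as the low control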
Target sequence (P78536 215-824 limits assumed): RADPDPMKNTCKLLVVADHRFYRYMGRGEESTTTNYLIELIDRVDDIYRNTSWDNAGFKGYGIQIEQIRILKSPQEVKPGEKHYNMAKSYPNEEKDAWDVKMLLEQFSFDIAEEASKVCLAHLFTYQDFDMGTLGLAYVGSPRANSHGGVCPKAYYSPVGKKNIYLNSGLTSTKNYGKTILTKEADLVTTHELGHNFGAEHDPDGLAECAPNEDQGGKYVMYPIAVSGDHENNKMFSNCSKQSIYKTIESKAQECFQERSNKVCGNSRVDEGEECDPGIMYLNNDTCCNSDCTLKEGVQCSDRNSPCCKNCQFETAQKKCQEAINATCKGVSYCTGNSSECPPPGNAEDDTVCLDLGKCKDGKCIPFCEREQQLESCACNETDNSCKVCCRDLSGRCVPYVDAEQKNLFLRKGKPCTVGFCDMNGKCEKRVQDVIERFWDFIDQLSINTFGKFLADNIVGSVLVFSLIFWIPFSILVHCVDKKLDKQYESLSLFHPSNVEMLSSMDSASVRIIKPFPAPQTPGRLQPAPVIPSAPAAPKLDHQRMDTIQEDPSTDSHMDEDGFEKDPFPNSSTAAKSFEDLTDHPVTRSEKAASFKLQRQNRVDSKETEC
ssDAF12 agonist: S. stercoralis DAF-12 nuclear receptor activators, primary screen, cell-based, luminescence, HEK293, GRIP1 co-expression, lit1-tk-luc. HEK293 ssDAF-12/GRIP1 lit1-tk-luc reporter; % of 3 µM dafachronic acid response. activation, % at 6.8 µM. 1% of 370,000 active. AID 652126, 2013;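 active = activation above the mean over all tested compounds plus 3 SD, cut at about 0.9% in these data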;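 also: 0% = DMSO-only wells and 100% = 3 µM delta7-dafachronic acid wells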
DAX1 inh-2: DAX1 (NR0B1) inhibitors on StAR promoter, primary screen, cell-based, luminescence, SF-1 (NR5A1), full-length DAX-1; HEK293T StAR-luciferase reporter, SF-1/DAX-1 repression relief; inhibition, % at 6.8 µM; 1.1% of 370,000 active; AID 652010, 2013;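 active = inhibition above the mean over all tested compounds plus 3 SD, cut at about 3.6% in these data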;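 also: 0% = DAX-1 cells with DMSO and 100% = cells lacking DAX-1 with DMSO; higher inhibition means more luminescence from relief of DAX-1 repression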
hcDAF-12 act: H. contortus DAF-12 nuclear receptor activators, primary screen, cell-based, luminescence, HEK293, lit1-tk-luc reporter; HEK293 hcDAF-12 lit1-tk-luc reporter; 0% DMSO, 100% Δ7-dafachronic acid; activation, % at 6.8 µM; AID 652067, 2013; 1.4% of 370,000 active;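 active = activation above the mean of all tested compounds plus 3 SD, cut at about 5.5% in these data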;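 also: 100% = response to 3 µM Δ7-dafachronic acid high control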
Rev-erbA mod: modulators of Rev-erb alpha DNA binding, primary screen, biochemical, FITC-DNA, fluorescence polarization, uHTS; Nuclear receptor subfamily 1 group D member 1 (Homo sapiens), P20393; Rev-erbα–FITC-DNA binding, 90 min; activity, % at 10 µM; 0.79% of 370,000 active; AID 1259318, 2017;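 active = activity above about 14%, limit read from the data; passing the limit was not always enough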;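 also: 0% = DMSO wells with 35 nM protein and 100% = DMSO wells with 750 nM protein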
Active calls of the source: *; i = inactive; · = not tested or not shown.

Sample of the layout, 9 compounds:
SMILES	PLC-gamma1 inh	DAX1 inh-1	MBD2 inh	hgDAF-12 ag	PLC-beta3 inh	SMARCA2 activ	ADAM17 inh	ssDAF12 agonist	DAX1 inh-2	hcDAF-12 act	Rev-erbA mod
COc1ccc(N=C(C)c2sc3ccccc3c2O)cc1	-4	2.7	-8	14*	-15	11*	0	0.0	1.8	3.7	-3
C=CCn1c(C)cc(-c2csc(N)n2)c1C	-18	0.0	0	-0.2	-29	-1	-2	-1.1	-0.2	-0.9	-4
Cc1nc2c(cnn2-c2ccccc2Cl)c(=O)n1-c1ccc(C(C)C)cc1	3	-0.3	2	-0.7	9	-4	-1	-1.2	0.6	-2.8	-3
Fc1ccccc1-c1nc2ccccc2[nH]1	0	4.9*	1	15*	-3	4	0	-0.7	3.4	1.9	1
O=C1c2ccccc2NC(c2ccc(-c3ccc(Br)cc3)o2)N1O (stereo not drawn)	-16	-0.4	-3	-1.8	-28	-3	-12	-2.0	-1.1	-2.3	-3
O=c1oc(-c2cccs2)nc2ccc(Br)cc12	-14	-0.6	0	-1.1	-19	2	2	-1.6	0.5	-0.1	8
Cc1cc2nc(-c3cccnc3SCC(=O)NCc3ccco3)[nH]c2cc1C	-320	-0.5	-3	14*	-439	5	-193	1.3*	2.4	11*	-1
COc1ccc(CCNC(=O)C2CCN(S(=O)(=O)c3cc(OC)ccc3OC)CC2)cc1	1	1.0	10	-1.2	3	-2	-4	-1.3	-0.7	-2.4	3
CCOc1ccc(Nc2cc(C)nc3nc(C)nn23)cc1	-1	-1.5	1	-3.5	0	0	-2	-1.2	-0.5	-2.5	-6

All compounds of this part, from the first entry:
SMILES	PLC-gamma1 inh	DAX1 inh-1	MBD2 inh	hgDAF-12 ag	PLC-beta3 inh	SMARCA2 activ	ADAM17 inh	ssDAF12 agonist	DAX1 inh-2	hcDAF-12 act	Rev-erbA mod
COc1ccc(N=C(C)c2sc3ccccc3c2O)cc1	-4	2.7	-8	14*	-15	11*	0	0.0	1.8	3.7	-3
C=CCn1c(C)cc(-c2csc(N)n2)c1C	-18	0.0	0	-0.2	-29	-1	-2	-1.1	-0.2	-0.9	-4
Cc1nc2c(cnn2-c2ccccc2Cl)c(=O)n1-c1ccc(C(C)C)cc1	3	-0.3	2	-0.7	9	-4	-1	-1.2	0.6	-2.8	-3
Fc1ccccc1-c1nc2ccccc2[nH]1	0	4.9*	1	15*	-3	4	0	-0.7	3.4	1.9	1
O=C1c2ccccc2NC(c2ccc(-c3ccc(Br)cc3)o2)N1O (stereo not drawn)	-16	-0.4	-3	-1.8	-28	-3	-12	-2.0	-1.1	-2.3	-3
O=c1oc(-c2cccs2)nc2ccc(Br)cc12	-14	-0.6	0	-1.1	-19	2	2	-1.6	0.5	-0.1	8
Cc1cc2nc(-c3cccnc3SCC(=O)NCc3ccco3)[nH]c2cc1C	-320	-0.5	-3	14*	-439	5	-193	1.3*	2.4	11*	-1
COc1ccc(CCNC(=O)C2CCN(S(=O)(=O)c3cc(OC)ccc3OC)CC2)cc1	1	1.0	10	-1.2	3	-2	-4	-1.3	-0.7	-2.4	3
CCOc1ccc(Nc2cc(C)nc3nc(C)nn23)cc1	-1	-1.5	1	-3.5	0	0	-2	-1.2	-0.5	-2.5	-6
COc1cc(C)ccc1OCC(=O)Nc1ccccc1N1CCOCC1	3	-0.3	3	-1.9	-6	0	-2	-1.6	-1.2	-1.3	4
c1ccc(CCNc2cc(-c3ccc4ccccc4c3)nc3ccnn23)nc1	-105	·	2	-1.2	-136	-1	-43	-0.9	-0.8	0.3	4
CC(C)(C)C1CCN2CCC[C@](c3ccccc3)(C1)C2OCCCO (stereo partly drawn)	5	·	0	1.4	0	-3	2	-0.1	1.7	-1.8	2
O=C(/C=C/c1ccccc1)NCC(=O)N/N=C\c1cccnc1	2	-0.7	-1	-3.2	3	-1	3	-0.9	0.0	-1.4	1
COc1ccc(NC(=O)c2sccc2OS(=O)(=O)N(C)C)cc1	0	-1.0	-4	0.7	2	3	-3	-0.9	-0.8	1.5	-1
CN(C)CCN(C(=O)CN1C(=O)c2ccccc2C1=O)c1nc2cc3c(cc2s1)OCO3	2	1.4	-6	0.5	-8	2	-5	-1.1	0.0	1.1	1
Cn1c(=O)n(C)c2cc(NC(=O)c3ccc(F)cc3)c(Br)cc21	-1	0.2	3	-0.1	-8	0	0	-1.2	-0.6	0.4	-2
Cc1ccc(NC(=O)c2c(C(=O)Nc3ccccc3)sc3nc(C)cc(=O)n23)cc1	1	-1.0	-1	-1.8	2	-2	4	-1.2	-0.8	-0.4	-4
CC(=O)Nc1cccc(NC(=O)CSc2nccn2Cc2ccccc2)c1	0	-1.0	0	-4.3	-4	-1	-2	-1.3	-4.9	-0.6	-4
CN(C)CCCOc1cccc(Cl)c1	3	1.9	1	-0.6	-1	2	3	-1.5	-0.3	-1.8	-3
O=C(CN1CCC(n2nnc3cc(C(F)(F)F)ccc32)CC1)NCc1cccs1	2	0.2	2	-3.4	2	-2	2	-1.6	-1.4	-1.2	-2
O=C(c1ccc(N2CCCC2=O)cc1)N1CCN(c2ccc(Cl)cc2)CC1	3	0.1	1	-2.6	-9	-3	-2	-1.5	-4.3	-3.3	-2
COc1ccc2c(c1)CN1C(=O)N(CCc3ccccc3)S(=O)(=O)CC21 (stereo not drawn)	1	·	-4	4.8	0	1	3	-0.6	0.8	1.2	3
Cn1cccc1[C@]1(O)C(=O)Nc2ccc(F)cc21	-22	·	3	-0.6	-8	-2	-6	-0.6	-1.3	-1.1	-2
CN(C)/C=N/c1cc(=O)n(Cc2ccccc2)c(=O)n1C	2	-0.4	10	0.5	3	-1	-4	-1.3	0.2	-0.1	3
O=C(O)CCn1c(SCCc2ccccc2)nc2ccccc21	-4	0.3	1	0.1	-12	-2	3	-1.2	0.2	-1.2	5

The list goes on.
SMILES	PLC-gamma1 inh	DAX1 inh-1	MBD2 inh	hgDAF-12 ag	PLC-beta3 inh	SMARCA2 activ	ADAM17 inh	ssDAF12 agonist	DAX1 inh-2	hcDAF-12 act	Rev-erbA mod
CCN(CC)c1ccc(S(=O)(=O)N2CCCCC2)cc1NC(=O)C1CSC2(C)CCC(=O)N12 (stereo not drawn)	-3	-0.7	-1	-1.9	-10	-4	-1	-0.5	-1.0	-0.4	23*
N#CC(OC(=O)c1ccccc1)c1ccccc1 (stereo not drawn)	2	1.0	0	-0.4	5	0	1	-1.4	-0.1	-1.6	3
O=[N+]([O-])c1cc(S(=O)(=O)N2CCCCC2)ccc1NCCN1CCOCC1	-2	0.9	-2	-1.1	-3	-1	-3	-1.6	-0.5	-0.3	-2
CS(=O)(=O)c1ccc(Cl)c(NC(=O)CN2C(=O)C3CCCCC3C2=O)c1 (stereo not drawn)	-1	-1.0	0	-1.5	-4	0	0	-1.0	-0.8	-0.9	-8
CCOC(=O)c1cc(NC(=O)N2CCCc3ccccc32)c(C)nc1C	-16	-1.4	5	2.5	-17	2	-8	-0.2	0.0	2.3	-5
CC(=O)c1ccc(-c2cnc3c(NC=O)cc(-c4ccccc4Oc4ccccc4)cn23)cc1	i	·	-4	-3.2	i	1	-44	-2.2	1.0	-3.9	4
CN(C)C(=O)c1cccc(-c2cnc3c(NC=O)cc(-c4ccc(N(C)C)cc4)cn23)c1	-141	·	-14	-2.3	-198	0	0	-2.2	-2.0	-4.0	1
CCOC(=O)CNC(=O)/C(=C\c1ccc(F)cc1)NC(=O)c1ccccc1	1	-1.3	6	-0.7	-2	6	-1	-0.9	-0.8	-1.2	-2
O=[N+]([O-])c1ccc2c(c1)C(N1CCN(CCO)CC1)Cc1ccc(F)cc1S2 (stereo not drawn)	0	·	1	-3.3	-2	-2	-2	-0.9	-1.4	-0.6	-2
Cc1ccc(NC(=S)NCc2cccnc2)cc1	6	-0.8	-3	-0.2	3	-2	0	-0.5	-0.2	1.1	6
CN(CCCCOc1ccc(F)cc1)Cc1ccccc1	3	-1.7	-2	0.0	-4	-3	-3	-1.4	0.1	-0.3	-7
Cc1cccc(C(=O)Nc2cccc(C(=O)N/N=C/c3ccncc3)c2)c1	0	-1.1	4	0.4	1	0	-2	-1.5	-0.8	0.5	-1
Cn1c(CCN2CCN(c3ccccn3)CC2)nc2cc(NS(=O)(=O)c3ccccc3)ccc21	0	-0.5	-2	-4.9	-6	-3	-1	-1.7	-0.7	-2.5	-2
CCOC(=O)c1c([N+](=O)[O-])c(C)[nH]c(=O)c1C#N	3	0.4	-2	1.2	-7	3	-2	-0.5	-0.1	-0.1	1
CCCNC(=O)COCc1cc(-c2ccc3c(c2)OCO3)on1	0	2.2	0	3.1	-5	1	-4	-1.5	0.3	3.5	-1
O=C(N[C@@H](Cc1ccccc1)C(=O)OCc1ccccc1)c1nc[nH]c1C(=O)NCc1ccccc1	2	0.8	-6	-0.4	1	-1	8	-1.7	-0.6	-0.9	0
Cc1ccc(CNC(=O)C2CCN(S(=O)(=O)N3CC(C)CC(C)C3)CC2)cc1 (stereo not drawn)	-2	0.3	4	-1.0	-4	-5	-3	-1.4	-0.5	-0.9	-3
O=C(NC1CCCCCC1)C1CCN(C(=O)Cc2ccccc2)CC1	2	-1.1	-2	-1.3	1	1	0	-1.2	-0.6	-0.9	3
c1ccc(C2=Nc3ccccc3OC2)cc1	-4	-0.1	-9	-0.8	-3	0	-3	-1.1	-0.7	1.2	-5
COc1cccc(C(O)c2ncc(-c3ccccc3OC)[nH]2)c1 (stereo not drawn)	-2	·	2	0.6	-3	-2	1	-1.3	0.4	-1.9	-2
Cc1ccc(S(=O)(=O)Nc2cc(=O)[nH]c(SCc3ccc(Cl)cc3)n2)cc1	-2	-1.0	1	-2.9	-4	-2	12*	-1.1	-0.7	-1.3	9

Compounds were not picked by outcome; about 7.4% have a hit in one of these screens.
